Screening data as filed in PubChem.
TcdB GH inh: blocks C. difficile toxin B glycohydrolase activity; P18177; TcdB glycohydrolase enzymatic assay, plate reader; inhibition, % at 9.99 µM; 350,000 tested, 0.24% active; AID 652162; in the data active means inhibition above about 10%
Anthrax LF inh2: anthrax lethal factor protease inhibition; 360,000 tested, 0.12% active; inhibition, % at 10 µM; P15917; multiplex microsphere protease cleavage assay, LF; further: plate controls were buffer without enzyme for full effect and enzyme alone for no effect
Target sequence (P15917 whole entry, looked up): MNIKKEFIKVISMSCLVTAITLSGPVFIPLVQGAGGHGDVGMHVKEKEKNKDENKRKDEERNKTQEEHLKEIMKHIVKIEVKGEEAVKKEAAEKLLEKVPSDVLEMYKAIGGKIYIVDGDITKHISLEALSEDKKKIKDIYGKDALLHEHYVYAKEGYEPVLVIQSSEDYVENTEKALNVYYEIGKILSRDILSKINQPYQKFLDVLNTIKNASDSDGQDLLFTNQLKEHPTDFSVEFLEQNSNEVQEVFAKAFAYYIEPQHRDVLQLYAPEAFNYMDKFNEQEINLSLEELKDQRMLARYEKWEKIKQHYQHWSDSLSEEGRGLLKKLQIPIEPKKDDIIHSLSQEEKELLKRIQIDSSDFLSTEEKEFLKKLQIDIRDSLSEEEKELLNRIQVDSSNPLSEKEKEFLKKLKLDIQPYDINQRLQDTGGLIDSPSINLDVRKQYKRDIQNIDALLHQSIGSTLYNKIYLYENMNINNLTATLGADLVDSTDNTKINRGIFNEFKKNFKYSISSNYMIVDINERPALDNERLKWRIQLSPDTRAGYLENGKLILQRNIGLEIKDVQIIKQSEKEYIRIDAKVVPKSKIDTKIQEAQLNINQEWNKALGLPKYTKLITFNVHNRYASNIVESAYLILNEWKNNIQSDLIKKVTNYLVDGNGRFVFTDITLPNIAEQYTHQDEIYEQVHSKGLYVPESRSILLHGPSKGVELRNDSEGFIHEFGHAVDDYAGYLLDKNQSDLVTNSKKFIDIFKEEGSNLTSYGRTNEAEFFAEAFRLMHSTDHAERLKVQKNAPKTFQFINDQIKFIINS
CCHF vOTU inh: blocks the CCHF virus ovarian tumor domain protease. CCHFV vOTU protease, Pep-AMC fluorescence. inhibition, % at 11.5 µM. 370,000 tested, 0.55% active; in the data active means inhibition above about 30%; further: 0% = vehicle wells with enzyme and 100% = no enzyme wells
BH1578 lux ind: induces V. cholerae light production without autoinducers | V. cholerae BH1578 lux reporter, luminescence, 6 h | AID 588436 | activation, % at 18.7 µM | 350,000 tested, 0.16% active; in the data active means activation mostly above about 9.7%, no sharp cut-off; inconclusive means no clear call, values can overlap the other calls; inactive means mostly below about 3.7%; further: not every result past the cut was called active; inactives centre near 0; reference of the scale not given here
BoNT-A LC inh2: inhibitors of Botulinum neurotoxin A light chain protease. multiplex microsphere protease substrate cleavage, flow cytometry. inhibition, % at 10 µM. 360,000 tested, 0.17% active. AID 588499; further: plate controls were buffer without enzyme for full effect and enzyme alone for no effect
Y pestis TopoI: Y. pestis Topo-I inhibition via cleavage products; Y. pestis Topo-I cleavage product accumulation, plate reader; activity, % at 10 µM; 360,000 tested, 0.064% active; AID 504884; in the data active means activity above about 50%, passing the limit was not always enough; inconclusive means no clear call, values can overlap the other calls; further: inactives centre near 2
SARS 3CLpro inh: SARS-CoV 3CLpro protease inhibition; recombinant SARS-CoV 3CLpro, quenched FRET peptide cleavage; AID 1706; 290,000 tested, 0.14% active; inhibition, % at 6 µM; P0C6X7; in the data active means inhibition above about 12%
VHR inh abs: inhibitors of human VHR1 phosphatase (DUSP3) | recombinant VHR phosphatase, pNPP absorbance | inhibition, % at 13.3 µM | 290,000 tested, 0.52% active | AID 1654; in the data active means inhibition above about 50%; further: some compounds called inactive have numbers as strong as hits
Target sequence (P51452 whole entry, looked up): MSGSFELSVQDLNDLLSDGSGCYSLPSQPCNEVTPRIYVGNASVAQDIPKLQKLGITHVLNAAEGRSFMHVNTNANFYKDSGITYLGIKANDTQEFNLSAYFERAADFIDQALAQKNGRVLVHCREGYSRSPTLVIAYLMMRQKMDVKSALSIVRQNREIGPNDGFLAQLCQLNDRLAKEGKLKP
PriA SSB inh: inhibitors of Klebsiella pneumoniae PriA binding to SSB C-terminal tail. 430,000 tested, 0.6% active. AID 1272365. AlphaScreen SSBct-PriA binding, biotinylated peptide. inhibition, % at 33 µM; in the data active means inhibition mostly above about 37%, no sharp cut-off; inactive means mostly below about 20%;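 further: plate controls were negative control peptide for no effect and reference peptide for full effect; strong numbers were not always called active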
PfHsp40 rescue: rescue of PfHsp40-mediated yeast toxicity; growth rescue, % at 12.5 µM; 340,000 tested, 0.68% active; S. cerevisiae expressing PfHsp40, growth rescue, ATP luminescence; AID 504582; in the data active means growth rescue above about 28%, passing the limit was not always enough; inconclusive means no clear call, values can overlap the other calls;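 further: yeast W303a lacking pdr1 and pdr3 grown in galactose medium; growth measured after three days at 30 °C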
* = called active by the depositor. Unless noted, no stated cut-off is given here; in the data, active means inhibition above about 30%; inconclusive means no clear call, values can overlap the other calls; inactive means below that. This is a subset; count on the stated rates, not on these rows.

Sample of the layout, two compounds:
Screening Cc1nc(NC(=O)COC(=O)c2cccs2)c(Cl)cc1Cl returned TcdB GH inh -2.1, Anthrax LF inh2 0, CCHF vOTU inh 0, BH1578 lux ind inactive, BoNT-A LC inh2 -1.1, Y pestis TopoI -4, PriA SSB inh -11 and PfHsp40 rescue -1.1.
`CC(=O)N1NC(=Nc2ccccc2)SC1(C)C` gave TcdB GH inh 9.3, Anthrax LF inh2 -2, CCHF vOTU inh 9, BH1578 lux ind -1.6, BoNT-A LC inh2 -1.1, Y pestis TopoI 3, SARS 3CLpro inh -1, VHR inh abs -17, PriA SSB inh -10 and PfHsp40 rescue -1.8.

Main list, from the first entry:
Screening Cc1nc(NC(=O)COC(=O)c2cccs2)c(Cl)cc1Cl returned TcdB GH inh -2.1, Anthrax LF inh2 0, CCHF vOTU inh 0, BH1578 lux ind inactive, BoNT-A LC inh2 -1.1, Y pestis TopoI -4, PriA SSB inh -11 and PfHsp40 rescue -1.1.
`CC(=O)N1NC(=Nc2ccccc2)SC1(C)C` gave TcdB GH inh 9.3, Anthrax LF inh2 -2, CCHF vOTU inh 9, BH1578 lux ind -1.6, BoNT-A LC inh2 -1.1, Y pestis TopoI 3, SARS 3CLpro inh -1, VHR inh abs -17, PriA SSB inh -10 and PfHsp40 rescue -1.8.
Screening NC1=NC[C@H](Cc2ccc(O)cc2)N1CCC12CC3CC(CC(C3)C1)C2 returned TcdB GH inh 1.8, Anthrax LF inh2 -3, CCHF vOTU inh -1, BH1578 lux ind inactive, BoNT-A LC inh2 -0.5, Y pestis TopoI -9, VHR inh abs 34, PriA SSB inh 13 and PfHsp40 rescue -0.6.
For COc1cc(-c2nccc3cc4c(cc23)OCO4)cc(OC)c1OC the results were TcdB GH inh -2.8, Anthrax LF inh2 -7, CCHF vOTU inh -12, BH1578 lux ind -5.6, BoNT-A LC inh2 -0.4, Y pestis TopoI 1, PriA SSB inh 1 and PfHsp40 rescue 0.8.
`Cc1ccc(-c2nnc(CSc3nnc(COc4ccccc4)n3-c3ccccc3)o2)cc1` gave Anthrax LF inh2 -6, CCHF vOTU inh -1, BH1578 lux ind 0.5, BoNT-A LC inh2 -0.5, Y pestis TopoI 29, SARS 3CLpro inh 1, VHR inh abs 12, PriA SSB inh -5 and PfHsp40 rescue -0.8.
For CCOC(=O)C1=C(N)OC2=C(C(=O)CCC2)C12C(=O)N(C)c1ccccc12 (configuration not stated) the results were TcdB GH inh 0.7, Anthrax LF inh2 -30, CCHF vOTU inh 1, BH1578 lux ind inactive, BoNT-A LC inh2 inconclusive, Y pestis TopoI -2, SARS 3CLpro inh 4, VHR inh abs 9, PriA SSB inh -11 and PfHsp40 rescue -0.5.
Screening CCCn1nc(NC(=O)c2cccs2)c2cc3cc(C)ccc3nc21 returned TcdB GH inh -1.7, Anthrax LF inh2 -6, CCHF vOTU inh -8, BH1578 lux ind inactive, BoNT-A LC inh2 -1.8, Y pestis TopoI 1, SARS 3CLpro inh 5, VHR inh abs 12, PriA SSB inh 0 and PfHsp40 rescue 48*.
`CCCCNC(=O)C1CCC(CNS(=O)(=O)c2c(C)cc(C)cc2C)CC1` (configuration not stated) gave TcdB GH inh 4.3, Anthrax LF inh2 -12, CCHF vOTU inh 17, BH1578 lux ind 0.3, BoNT-A LC inh2 -1.9, Y pestis TopoI 16, SARS 3CLpro inh 3, VHR inh abs 1, PriA SSB inh -5 and PfHsp40 rescue -1.6.
Screening CCN1CCN(CCCCOc2ccccc2F)CC1 returned Anthrax LF inh2 -2, CCHF vOTU inh 10, BH1578 lux ind -0.3, BoNT-A LC inh2 0.5, Y pestis TopoI 6, SARS 3CLpro inh 6, VHR inh abs 24, PriA SSB inh -6 and PfHsp40 rescue -0.9.
O=C(NCCN1C(=O)S/C(=C/c2cccnc2)C1=O)c1ccc(S(=O)(=O)N2CCCC2)cc1 was read as TcdB GH inh 0.2, Anthrax LF inh2 1, CCHF vOTU inh 15, BoNT-A LC inh2 1.5, Y pestis TopoI 14, PriA SSB inh -6 and PfHsp40 rescue -1.8.
Screening CCCNC(=O)C1(C)CCN(Cc2ccc(C(=O)OCC)cc2)C1 (configuration not stated) returned TcdB GH inh 0.6, Anthrax LF inh2 0, CCHF vOTU inh 4, BH1578 lux ind inactive, BoNT-A LC inh2 -0.3 and Y pestis TopoI -4.
`Cc1ncc(CSc2nc3ccccc3[nH]2)c(N)n1` gave Anthrax LF inh2 -3, CCHF vOTU inh 2, BH1578 lux ind -0.3, BoNT-A LC inh2 -0.1, Y pestis TopoI 0, SARS 3CLpro inh -1, VHR inh abs 35, PriA SSB inh -13 and PfHsp40 rescue 0.4.
Screening C(=N\Nc1cc(N2CCCCC2)ncn1)/c1ccco1 returned TcdB GH inh 0.2, Anthrax LF inh2 -11, CCHF vOTU inh -1, BH1578 lux ind -0.2, BoNT-A LC inh2 0.0, Y pestis TopoI 2, SARS 3CLpro inh -4, VHR inh abs 14 and PfHsp40 rescue -1.0.
`CS(=O)(=O)Nc1ccc(C2=NN(C(=O)c3cccc(F)c3)C(c3cccs3)C2)cc1` (configuration not stated) gave TcdB GH inh -0.4, Anthrax LF inh2 5, CCHF vOTU inh 11, BH1578 lux ind 1.4, BoNT-A LC inh2 -0.9, Y pestis TopoI 1, SARS 3CLpro inh 0, VHR inh abs 20, PriA SSB inh -19 and PfHsp40 rescue 1.1.
For CC(NC(=O)Nc1ccc2c(c1)OCO2)C1CCCO1 (configuration not stated) the results were Anthrax LF inh2 -1, CCHF vOTU inh -5, BH1578 lux ind inactive, BoNT-A LC inh2 1.0, Y pestis TopoI -6, SARS 3CLpro inh -4, VHR inh abs 6, PriA SSB inh -4 and PfHsp40 rescue 0.4.
For Cc1ccc(S(=O)(=O)N2CCC(=O)CC2)cc1 the results were TcdB GH inh 0.3, Anthrax LF inh2 0, CCHF vOTU inh -4, BH1578 lux ind inactive, BoNT-A LC inh2 -3.0, Y pestis TopoI 2, SARS 3CLpro inh 3, VHR inh abs 28, PriA SSB inh 2 and PfHsp40 rescue -0.2.
For COc1cccc(-c2ncc3ccccc3c2CO)c1 the results were TcdB GH inh 1.6, Anthrax LF inh2 -3, CCHF vOTU inh 5, BH1578 lux ind 1.7, BoNT-A LC inh2 -0.5, Y pestis TopoI 2, PriA SSB inh 0 and PfHsp40 rescue -0.8.
Screening CCc1nc2ccc(C(=O)NCCCN3CCCC3=O)cn2c1N(C)Cc1ccc(OC)cc1 returned TcdB GH inh -1.7, Anthrax LF inh2 -1, CCHF vOTU inh 10, BH1578 lux ind -0.5, BoNT-A LC inh2 0.0 and Y pestis TopoI 18.
CCc1ccc(N2C(=O)CN(CC(=O)OC)C2=S)cc1 was read as TcdB GH inh 0.2, Anthrax LF inh2 -2, CCHF vOTU inh 2, BH1578 lux ind inactive, BoNT-A LC inh2 -0.6, Y pestis TopoI 3, SARS 3CLpro inh 2, VHR inh abs 35, PriA SSB inh -6 and PfHsp40 rescue -0.5.
CC1CCN2c3nc4ccccn4c(=O)c3CC3(C(=O)N(C)C(=O)N(C)C3=O)C2C1 (configuration not stated) was read as Anthrax LF inh2 -9, CCHF vOTU inh -9, BH1578 lux ind -0.4, BoNT-A LC inh2 -0.9, Y pestis TopoI -5, SARS 3CLpro inh -1, VHR inh abs -5, PriA SSB inh -13 and PfHsp40 rescue -0.1.
For COCCNC(=O)CSc1nc2cc(OC)c(OC)cc2c(=O)n1CCC1=CCCCC1 the results were CCHF vOTU inh 3, BH1578 lux ind -0.2, Y pestis TopoI 3, SARS 3CLpro inh -1, VHR inh abs -14, PriA SSB inh -21 and PfHsp40 rescue -1.0.
Cc1ccn2cc(CCNC(=O)COc3ccccc3)nc2c1 was read as TcdB GH inh 1.2, Anthrax LF inh2 -4, CCHF vOTU inh -13, BH1578 lux ind 0.7, BoNT-A LC inh2 0.7, Y pestis TopoI 6, SARS 3CLpro inh 0, VHR inh abs 17, PriA SSB inh -8 and PfHsp40 rescue -1.2.
For CCOC(=O)C1(C)C=C(Nc2ccccc2)C(=O)N1c1ccccc1 (configuration not stated) the results were TcdB GH inh -0.4, Anthrax LF inh2 -4, CCHF vOTU inh 7, BH1578 lux ind -0.2, BoNT-A LC inh2 -0.2, Y pestis TopoI 10, SARS 3CLpro inh 4, VHR inh abs 34, PriA SSB inh -11 and PfHsp40 rescue 0.1.
For c1ccc(-c2nnnn2-c2ccccc2)cc1 the results were TcdB GH inh -1.6, Anthrax LF inh2 -3, CCHF vOTU inh -3, BH1578 lux ind inactive, BoNT-A LC inh2 -1.7, Y pestis TopoI 10, SARS 3CLpro inh 1, VHR inh abs 19, PriA SSB inh -14 and PfHsp40 rescue -2.2.
CN(C(=O)c1ccc(OC2CCN(Cc3ccccn3)CC2)cc1)C1CCCCC1 was read as TcdB GH inh -1.7, Anthrax LF inh2 5, CCHF vOTU inh -9, BH1578 lux ind inactive, BoNT-A LC inh2 -0.3, Y pestis TopoI 18, SARS 3CLpro inh -7, VHR inh abs 38, PriA SSB inh -2 and PfHsp40 rescue 0.0.
Screening COc1ccccc1CNC(=O)c1cc(-c2ccc(F)cc2C)n[nH]1 returned TcdB GH inh 0.6, Anthrax LF inh2 3, CCHF vOTU inh -1, BH1578 lux ind -0.4, BoNT-A LC inh2 0.3 and Y pestis TopoI 19.
Cc1ccc(/C=N/NC(=O)c2ccc(NC(=O)c3ccccc3Cl)cc2)o1 was read as TcdB GH inh 0.3, Anthrax LF inh2 14, CCHF vOTU inh 2, BH1578 lux ind 4.0, BoNT-A LC inh2 -1.7, Y pestis TopoI -1, SARS 3CLpro inh -3, VHR inh abs 40 and PfHsp40 rescue -1.6.
`COc1cccc(OC)c1C(=O)OCC(=O)NCc1ccco1` gave TcdB GH inh -0.1, Anthrax LF inh2 -5, CCHF vOTU inh -3, BH1578 lux ind -3.1, BoNT-A LC inh2 -3.3, Y pestis TopoI -8, PriA SSB inh -6 and PfHsp40 rescue -0.8.
Screening O=C(CNC(=O)C1COc2ccccc2O1)N/N=C\c1cccc(O)c1 (configuration not stated) returned Anthrax LF inh2 -2, CCHF vOTU inh 19, BH1578 lux ind inactive, BoNT-A LC inh2 0.3, Y pestis TopoI -6, SARS 3CLpro inh 4, VHR inh abs -8 and PfHsp40 rescue -1.1.
Screening COC(=O)c1ccccc1-c1ccc(/C=N/NC(N)=O)o1 returned TcdB GH inh 2.2, CCHF vOTU inh -6, BH1578 lux ind 0.0, Y pestis TopoI -1, SARS 3CLpro inh 2, VHR inh abs -4, PriA SSB inh inactive and PfHsp40 rescue -0.6.
`Cc1ccc(S(=O)(=O)N2CCC(C(=O)OCC(=O)N3CCc4ccccc43)CC2)cc1` gave Anthrax LF inh2 0, CCHF vOTU inh -1, BH1578 lux ind 2.5, BoNT-A LC inh2 0.6, Y pestis TopoI 7, SARS 3CLpro inh 3, VHR inh abs 12, PriA SSB inh 3 and PfHsp40 rescue 4.3.
Screening Cn1c(=O)c2c(SCc3c(F)cccc3Cl)nc(CC(C)(C)C)nc2n(C)c1=O returned TcdB GH inh -0.8, Anthrax LF inh2 -5, CCHF vOTU inh 4, BH1578 lux ind inactive, BoNT-A LC inh2 -0.2, Y pestis TopoI -7, SARS 3CLpro inh -3, VHR inh abs 11, PriA SSB inh -9 and PfHsp40 rescue -0.3.
Screening O=[N+]([O-])c1ccc(N/N=C2\CC3CC=CC23)cc1 (configuration not stated) returned TcdB GH inh -0.2, Anthrax LF inh2 -9, CCHF vOTU inh 4, BH1578 lux ind -0.2, BoNT-A LC inh2 0.6, Y pestis TopoI 45, SARS 3CLpro inh 0, VHR inh abs 2 and PfHsp40 rescue 4.0.
For Cc1ccn2c(C(=O)N/N=C\c3cccs3)c(C)nc2c1 the results were Anthrax LF inh2 2, CCHF vOTU inh 3, BH1578 lux ind -2.4, BoNT-A LC inh2 2.0, Y pestis TopoI -1, SARS 3CLpro inh -3, VHR inh abs -4 and PfHsp40 rescue -2.2.
